PLK1 kinase inh = PLK1 (human) kinase inhibition; 0.53% of 97,000 active; inhibition, % at 10 µM; AID 619; recombinant PLK1 kinase, TR-FRET peptide phosphorylation; P53350;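 active means inhibition of 50% or more in the single-concentration screen; inactive means inhibition below 50%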;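 further: 0% = DMSO max control and 100% = H-89 dihydrochloride min control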
Target sequence (P53350 whole entry, looked up): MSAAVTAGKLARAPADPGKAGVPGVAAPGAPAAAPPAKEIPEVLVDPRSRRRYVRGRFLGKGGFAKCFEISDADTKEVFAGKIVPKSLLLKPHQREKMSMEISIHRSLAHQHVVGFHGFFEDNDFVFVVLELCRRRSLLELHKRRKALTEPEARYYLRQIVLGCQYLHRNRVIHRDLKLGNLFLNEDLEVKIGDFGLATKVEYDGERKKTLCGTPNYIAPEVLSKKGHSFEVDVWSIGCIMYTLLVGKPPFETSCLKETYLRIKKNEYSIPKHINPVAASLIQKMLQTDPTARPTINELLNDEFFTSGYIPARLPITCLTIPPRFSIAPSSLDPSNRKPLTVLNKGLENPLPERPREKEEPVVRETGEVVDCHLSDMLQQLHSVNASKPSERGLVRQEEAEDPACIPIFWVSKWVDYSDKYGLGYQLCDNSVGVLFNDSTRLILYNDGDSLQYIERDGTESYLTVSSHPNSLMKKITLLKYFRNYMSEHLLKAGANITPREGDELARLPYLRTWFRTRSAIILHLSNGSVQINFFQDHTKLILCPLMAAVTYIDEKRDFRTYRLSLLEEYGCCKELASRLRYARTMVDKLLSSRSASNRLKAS
Calb biofilm kill = kills Candida albicans biofilms; C. albicans biofilm + clotrimazole, Alamar Blue; inhibition, % at 6 µM; 0.14% of 85,000 active; AID 834;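 active means inhibition above 20%; inactive means inhibition below 20%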;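 further: preformed 24 hr biofilms exposed to compound for 48 hr; 0% = biofilm without compound and 100% = blank killed by clotrimazole plus chlorhexidine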
LYP act = LYP (human) phosphatase activation; activation, % at 2 µM; AID 697; Q9Y2R2; recombinant LYP, DiFMUP fluorescence; 0 = plate median, 100 = signal doubled; 0.11% of 96,000 active;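 active means activation at 2 µM above a set limit, the mean plus 5 SD, cut at about 37% in these data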
CYP2C9 inhib = inhibitors of human CYP2C9; P11712; 20% of 96,000 active; CYP2C9 Supersomes, luciferin-H conversion, luminescence; inhibition, % at 5 µM;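 active means blocking of liver enzyme CYP2C9 beyond about 50% at 5 µM, limit read from the data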; further: values of inactives mirror those of a sister screen read the other way
Target sequence (P11712 whole entry, looked up): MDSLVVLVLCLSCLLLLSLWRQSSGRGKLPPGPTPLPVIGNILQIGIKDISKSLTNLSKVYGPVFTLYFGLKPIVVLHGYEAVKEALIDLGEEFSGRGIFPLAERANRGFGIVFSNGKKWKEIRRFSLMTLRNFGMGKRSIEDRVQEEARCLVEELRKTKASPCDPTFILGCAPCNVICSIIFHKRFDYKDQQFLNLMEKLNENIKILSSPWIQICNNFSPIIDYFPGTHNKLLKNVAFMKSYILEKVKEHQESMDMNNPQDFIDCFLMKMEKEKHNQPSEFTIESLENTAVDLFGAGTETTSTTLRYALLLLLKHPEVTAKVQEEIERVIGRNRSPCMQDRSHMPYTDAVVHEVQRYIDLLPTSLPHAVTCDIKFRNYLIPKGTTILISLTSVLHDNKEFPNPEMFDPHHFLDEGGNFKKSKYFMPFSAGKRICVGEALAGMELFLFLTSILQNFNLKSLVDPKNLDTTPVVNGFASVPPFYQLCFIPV
HIV Rev-RRE inh = HIV Rev-RRE protein-RNA interaction inhibition; P05866; Rev peptide-RRE RNA binding, FRET; inhibition, % at 8 µM; 0.79% of 97,000 active; AID 704;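 active means inhibition above the screen-wide mean plus 3 SD, cut at about 35% in these data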;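 further: 0% = median DMSO wells and 100% = median Neomycin B control wells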
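Test system – labelled RRE RNA duplex and labelled Rev peptide · Reagent – labelled Rev peptide · Doses – one concentration, 8 µM nominal · Incubation – 5 + 15 min at 25 °C · Signal – FRET fluorescence readout · Read-out basis – % inhibition of FRET ratio versus controls · Control set – DMSO wells as 0% and neomycin B wells as 100% inhibition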
CYP2C9 act = CYP2C9 (human) activation; AID 1024; activation factor at 5 µM; 1.4% of 96,000 active; recombinant CYP2C9, luciferin-H conversion, luminescence; active compounds read high; factor 1 = untreated enzyme, 0 = blocked;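 active means activation factor of 2 or more for CYP2C9 at a 5 µM dose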;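 further: 0 = sulfaphenazole-blocked wells and 1 = vehicle-only wells; values of inactives mirror those of a sister screen read the other way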
LYP inh 2 = blocks human PTPN22 phosphatase activity; AID 640; recombinant LYP catalytic domain, DiFMUP fluorescence; 0.21% of 96,000 active; inhibition, % at 2 µM;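 active means inhibition at 2 µM at or above a set limit, the screen mean plus 3 SD, cut at about 24% in these data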;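 further: 0% = DMSO with enzyme and 100% = enzyme fully blocked by orthovanadate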
PLK1 PBD inh = blocks phosphopeptide binding to human Plk1 polo box domain | Plk1 PBD phosphopeptide binding, fluorescence polarization | inhibition, %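 (tested at about 20 µM)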 | 0.13% of 97,000 active; in the data active means inhibition above about 34%, passing the limit was not always enough
EphB4 ephrin blk = blocks human EphB4 binding to ephrin-B2 | EphB4 LBD / TNYL-RAW-Alexa532 peptide, fluorescence polarization | P54760 | 0.15% of 97,000 active | inhibition, % at 7 µM;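 active means inhibition above the screen-wide mean inhibition plus 3 SD, cut at about 15% in these data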;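 further: 0% = DMSO wells and 100% = excess unlabeled TNYL-RAW peptide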
* marks the source's active call; other numbers are inactive results; [ ] = remark or other dose.

Results for Cc1cccc(-c2c3c(=O)n(C)c(=O)n(C)c3cn2CC2CCCO2)c1 (stereo not drawn) ?
PLK1 kinase inh: -12; Calb biofilm kill: 5; LYP act: 8; CYP2C9 inhib: 9; HIV Rev-RRE inh: -5; CYP2C9 act: 0.9; LYP inh 2: -12; PLK1 PBD inh: -1; EphB4 ephrin blk: -11

How did Cc1ccc(Cl)cc1Nc1nc(-c2sc(NC(=O)C(C)(C)C)nc2C)cs1 do in these assays?
PLK1 kinase inh: 0; LYP act: 0; CYP2C9 inhib: 30; HIV Rev-RRE inh: 4; CYP2C9 act: 0.7; LYP inh 2: 2; PLK1 PBD inh: -24; EphB4 ephrin blk: 0

What do the screens show for `COc1ccc(C(C(=O)Nc2ccc(F)cc2)N(C(=O)Cn2nnc3ccccc32)C2CC2)cc1` (stereo not drawn)?
PLK1 kinase inh: -19; LYP act: -4; CYP2C9 inhib: 29; HIV Rev-RRE inh: 7; CYP2C9 act: 0.7; LYP inh 2: 5; PLK1 PBD inh: -17; EphB4 ephrin blk: 1

What do the screens show for `Cc1sc2ncnc(N(C)Cc3cccs3)c2c1C`?
PLK1 kinase inh: -3; Calb biofilm kill: 2; LYP act: 6; CYP2C9 inhib: 36; HIV Rev-RRE inh: 11; CYP2C9 act: 0.6; LYP inh 2: -10; PLK1 PBD inh: -28; EphB4 ephrin blk: -1

How did O=C(O)CCCCNCc1ccccc1 do in these assays?
PLK1 kinase inh: 5; Calb biofilm kill: 1; LYP act: 12; CYP2C9 inhib: -12; HIV Rev-RRE inh: 3; CYP2C9 act: 1.1; LYP inh 2: -9; PLK1 PBD inh: -17; EphB4 ephrin blk: 10

How did CC(=O)NCCn1c(SCC(=O)NCC2CCCO2)nc2ccccc2c1=O (stereo not drawn) do in these assays?
PLK1 kinase inh: -6; Calb biofilm kill: -3; LYP act: 4; HIV Rev-RRE inh: 2; LYP inh 2: -5; PLK1 PBD inh: 11; EphB4 ephrin blk: -7

How did COc1ccccc1CN1C(=O)[C@@H]2C(CCC(N)=O)NC3(C(=O)Nc4c3ccc(Cl)c4C)[C@@H]2C1=O (stereo partly drawn) do in these assays?
PLK1 kinase inh: -7; Calb biofilm kill: 0; LYP act: -4; CYP2C9 inhib: 1; HIV Rev-RRE inh: 11; CYP2C9 act: 1; LYP inh 2: 3; PLK1 PBD inh: -15; EphB4 ephrin blk: 11

Results for COCCCNc1ncnc2c1[nH]c1ccccc12 ?
PLK1 kinase inh: -16; LYP act: -31; CYP2C9 inhib: 2; HIV Rev-RRE inh: 4; CYP2C9 act: 1; LYP inh 2: 34*; PLK1 PBD inh: -4; EphB4 ephrin blk: 3

How did CCn1c(CNc2nc(-c3ccccc3)cs2)nnc1SCC(=O)NCc1ccco1 do in these assays?
PLK1 kinase inh: -15; Calb biofilm kill: 0; LYP act: 6; CYP2C9 inhib: 15; HIV Rev-RRE inh: 3; CYP2C9 act: 0.8; LYP inh 2: -9; PLK1 PBD inh: 11; EphB4 ephrin blk: 4

What do the screens show for `COc1cc(/C=N/N(C)c2ccccc2)cc(Cl)c1O`?
PLK1 kinase inh: 2; Calb biofilm kill: 5; LYP act: -3; CYP2C9 inhib: 58*; HIV Rev-RRE inh: 2; CYP2C9 act: 0.4; LYP inh 2: 5; PLK1 PBD inh: -17; EphB4 ephrin blk: 3

What do the screens show for `CC1(C)CC(=O)C=C(NCCN2CCN(C(=O)Nc3ccc(Cl)c(Cl)c3)CC2)C1`?
PLK1 kinase inh: -1; Calb biofilm kill: 5; LYP act: 0; CYP2C9 inhib: 30; HIV Rev-RRE inh: 1; CYP2C9 act: 0.7; LYP inh 2: 0; PLK1 PBD inh: 8; EphB4 ephrin blk: -9

Results for Cc1cc(NC(=O)CS(=O)(=O)c2cn(Cc3ccccc3Cl)c3ccccc23)no1 ?
PLK1 kinase inh: -10; Calb biofilm kill: 4; LYP act: -12; CYP2C9 inhib: 68*; HIV Rev-RRE inh: 12; CYP2C9 act: 0.3; LYP inh 2: 15; PLK1 PBD inh: -10; EphB4 ephrin blk: 7

How did O=C(NCc1ccco1)c1cc(-c2ccc(F)cc2)on1 do in these assays?
PLK1 kinase inh: -3; Calb biofilm kill: 2; LYP act: 5; CYP2C9 inhib: 3; HIV Rev-RRE inh: 3; CYP2C9 act: 1; LYP inh 2: -8; PLK1 PBD inh: 22; EphB4 ephrin blk: 0

How did OC1CCCN(Cc2ccc3c(c2)Cc2ccccc2-3)C1 (stereo not drawn) do in these assays?
PLK1 kinase inh: -1; Calb biofilm kill: 6; LYP act: 8; CYP2C9 inhib: -5; HIV Rev-RRE inh: 7; CYP2C9 act: 1.1; LYP inh 2: -10; PLK1 PBD inh: -2; EphB4 ephrin blk: 0

Results for CCc1ccc(/C=C\C(=O)N2CCc3ccccc3C2)cc1 ?
PLK1 kinase inh: -2; LYP act: 12; CYP2C9 inhib: 18; HIV Rev-RRE inh: 7; CYP2C9 act: 0.8; LYP inh 2: -9; PLK1 PBD inh: -26; EphB4 ephrin blk: -6

Results for CC(C)Oc1cccc(C(=O)NC(=S)Nc2ccc3c4c(cccc24)CC3)c1 ?
PLK1 kinase inh: -4; LYP act: -5; CYP2C9 inhib: -71; HIV Rev-RRE inh: 7; CYP2C9 act: 1.7; LYP inh 2: 9; PLK1 PBD inh: -28; EphB4 ephrin blk: 6

How did O=C(NCCc1cccs1)C1CC(c2cccc([N+](=O)[O-])c2)=NO1 (stereo not drawn) do in these assays?
PLK1 kinase inh: 5; LYP act: -1; CYP2C9 inhib: -16; HIV Rev-RRE inh: -3; CYP2C9 act: 1.2; LYP inh 2: 4; PLK1 PBD inh: -4; EphB4 ephrin blk: -7

Results for N#Cc1sc2nc(N3CCCCC3)c3c(c2c1N)CCCC3 ?
PLK1 kinase inh: -12; Calb biofilm kill: 6; LYP act: -11; HIV Rev-RRE inh: 10; LYP inh 2: 12; PLK1 PBD inh: -5; EphB4 ephrin blk: 4

Results for O=C(COc1ccc(Cl)cc1)Nc1cnn(Cc2c(Cl)cccc2Cl)c1 ?
PLK1 kinase inh: -9; LYP act: 8; CYP2C9 inhib: 3; HIV Rev-RRE inh: 7; CYP2C9 act: 1; LYP inh 2: -2; PLK1 PBD inh: 5; EphB4 ephrin blk: -13

Results for Cc1ccc(SCc2nnc(N)s2)cc1 ?
PLK1 kinase inh: -11; Calb biofilm kill: 0; LYP act: -10; HIV Rev-RRE inh: 1; LYP inh 2: 10; PLK1 PBD inh: 16; EphB4 ephrin blk: 7

How did O=C(NCCO)c1cc2ccccc2cc1O do in these assays?
PLK1 kinase inh: -14; Calb biofilm kill: 8; LYP act: -9; CYP2C9 inhib: 24; HIV Rev-RRE inh: 5; CYP2C9 act: 0.8; LYP inh 2: 8; PLK1 PBD inh: -16; EphB4 ephrin blk: 2

What do the screens show for `O=C1CC(c2ccc(F)cc2)Cc2nc(NCC3CCCO3)ncc21` (stereo not drawn)?
PLK1 kinase inh: -5; Calb biofilm kill: 9; LYP act: 6; HIV Rev-RRE inh: 2; LYP inh 2: -6; PLK1 PBD inh: -9; EphB4 ephrin blk: 4

What do the screens show for `Cc1cc(C)cc(OCC(=O)Nc2ccc(N3CCN(S(C)(=O)=O)CC3)cc2)c1`?
PLK1 kinase inh: -11; Calb biofilm kill: -6; LYP act: -2; CYP2C9 inhib: -11; HIV Rev-RRE inh: 4; CYP2C9 act: 1.1; LYP inh 2: 0; PLK1 PBD inh: -9; EphB4 ephrin blk: 0

What do the screens show for `Cc1ccc(S(=O)(=O)N(CC(=O)NCCSc2ccccn2)c2cc(C)cc(C)c2)cc1`?
PLK1 kinase inh: -10; LYP act: 1; CYP2C9 inhib: 79*; HIV Rev-RRE inh: 8; CYP2C9 act: 0.2; LYP inh 2: 1; PLK1 PBD inh: -7; EphB4 ephrin blk: 3

How did CCC(C)N1C(=O)/C(=C/c2c(NCCCOC(C)C)nc3c(C)cccn3c2=O)SC1=S (stereo not drawn) do in these assays?
PLK1 kinase inh: -66; Calb biofilm kill: 6; LYP act: -8; CYP2C9 inhib: 57*; HIV Rev-RRE inh: 126*[fluorescence artefact?]; CYP2C9 act: 0.4; LYP inh 2: 10; PLK1 PBD inh: -65; EphB4 ephrin blk: -8

How did CCCn1c(=O)c2ccccc2n2c(SCC(=O)NCc3cccs3)nnc12 do in these assays?
PLK1 kinase inh: -8; Calb biofilm kill: 4; LYP act: -3; CYP2C9 inhib: 16; HIV Rev-RRE inh: 1; CYP2C9 act: 0.8; LYP inh 2: 2; PLK1 PBD inh: 6; EphB4 ephrin blk: 4

How did COc1ccc(C(=O)Nc2cccc(-c3nc4ncccc4o3)c2C)cc1 do in these assays?
PLK1 kinase inh: -10; Calb biofilm kill: 2; LYP act: -1; CYP2C9 inhib: 64*; HIV Rev-RRE inh: 3; CYP2C9 act: 0.4; LYP inh 2: 2; PLK1 PBD inh: -12; EphB4 ephrin blk: 5

What do the screens show for `CCCCC(=O)Nc1ccc(C(=O)N2CCN(C)CC2)cc1`?
PLK1 kinase inh: 5; Calb biofilm kill: 7; LYP act: 3; CYP2C9 inhib: -9; HIV Rev-RRE inh: -3; CYP2C9 act: 1.1; LYP inh 2: 1; PLK1 PBD inh: -5; EphB4 ephrin blk: 1

How did COc1ccc(/C=C(/NC(C)=O)C(=O)O)cc1 do in these assays?
PLK1 kinase inh: -3; LYP act: 12; CYP2C9 inhib: 7; HIV Rev-RRE inh: -1; CYP2C9 act: 0.9; LYP inh 2: -8; PLK1 PBD inh: 27; EphB4 ephrin blk: -10

Results for COC(=O)c1c(C(=O)OC)c2cc(C)ccn2c1Cl ?
PLK1 kinase inh: -12; Calb biofilm kill: 9; LYP act: 22; CYP2C9 inhib: 54*; HIV Rev-RRE inh: 0; CYP2C9 act: 0.5; LYP inh 2: -22; PLK1 PBD inh: -5; EphB4 ephrin blk: -6

What do the screens show for `Cc1ccc(S(=O)(=O)N2CC3(C)CN(S(=O)(=O)c4ccc(C)cc4)CC(C)(C2)C3)cc1`?
PLK1 kinase inh: -4; Calb biofilm kill: 5; LYP act: 9; CYP2C9 inhib: 32; HIV Rev-RRE inh: 5; CYP2C9 act: 0.7; LYP inh 2: -8; PLK1 PBD inh: 17; EphB4 ephrin blk: -7

What do the screens show for `O=C(Nc1ccc(Oc2cccnc2)cc1)c1ccccc1F`?
PLK1 kinase inh: -4; LYP act: 7; CYP2C9 inhib: 97*; HIV Rev-RRE inh: -3; CYP2C9 act: 0; LYP inh 2: -4; PLK1 PBD inh: -11; EphB4 ephrin blk: -2

Results for Cc1cccc(NC(=O)CN(c2ccc(C(C)C)cc2)S(=O)(=O)c2c(C)nn(C)c2C)n1 ?
PLK1 kinase inh: -5; Calb biofilm kill: 7; LYP act: 5; CYP2C9 inhib: 97*; HIV Rev-RRE inh: 2; CYP2C9 act: 0; LYP inh 2: -6; PLK1 PBD inh: 9; EphB4 ephrin blk: -5

What do the screens show for `CC(=O)Nc1ccc(C(=O)Nc2ccc(S(=O)(=O)NCC3CCCO3)cc2)cc1` (stereo not drawn)?
PLK1 kinase inh: 0; Calb biofilm kill: 8; LYP act: 1; CYP2C9 inhib: 32; HIV Rev-RRE inh: 9; CYP2C9 act: 0.7; LYP inh 2: 0; PLK1 PBD inh: 14; EphB4 ephrin blk: 8

What do the screens show for `Cc1nc(N2CCOCC2)c(C#N)c(C)c1Br`?
PLK1 kinase inh: -11; Calb biofilm kill: 4; LYP act: 8; CYP2C9 inhib: 20; HIV Rev-RRE inh: 9; CYP2C9 act: 0.8; LYP inh 2: -7; PLK1 PBD inh: -2; EphB4 ephrin blk: 7

Bioassay records (PubChem BioAssay)

This is a random part of the collection; 20% or so of the library scored in one or more.
